Assay outcomes deposited in PubChem by several laboratories.
M. tuberculosis GlmU: inhibition of mycobacterial GlmU enzyme – biochemical, glucosamine-1-phosphate acetyltransferase (AID 1376); Bifunctional protein GlmU (Mycobacterium tuberculosis (strain ATCC 25618 / H37Rv)); inhibition, %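 (tested at 30 µM in the primary screen)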; hits with a dose series show IC50 in µM; M. tuberculosis GlmU acetyltransferase enzyme assay; higher % means a stronger effect; 0.25% of 220,000 active; in the data active = inhibition above about 13%;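 note: 0% = complete reaction with vehicle and 100% = reaction without substrate; strong numbers were not always called active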
RmlCD inh 1536: M. tuberculosis RmlC/RmlD coupled enzyme inhibitors, primary screen, biochemical, compound mixtures, 384-well, from 1536-well plates; RmlC+RmlD coupled enzyme assay, percent inhibition; primary screen in compound mixtures; inhibition, % at 3.6 µM; 0.03% of 160,000 active; AID 1533, 2009; in the data active = inhibition mostly above about 34%, no sharp cut-off; note: some results filed as inactive read as strong as hits
Target sequence (P9WH09 whole entry, looked up): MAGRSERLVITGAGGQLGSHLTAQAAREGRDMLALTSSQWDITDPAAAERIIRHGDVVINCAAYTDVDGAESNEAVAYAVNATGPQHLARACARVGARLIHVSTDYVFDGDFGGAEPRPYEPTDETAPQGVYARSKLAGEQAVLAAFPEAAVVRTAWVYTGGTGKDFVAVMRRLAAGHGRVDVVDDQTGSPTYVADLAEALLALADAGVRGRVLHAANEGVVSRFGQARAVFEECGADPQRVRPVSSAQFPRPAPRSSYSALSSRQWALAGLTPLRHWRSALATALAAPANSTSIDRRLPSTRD
Target sequence (P9WH11 whole entry, looked up): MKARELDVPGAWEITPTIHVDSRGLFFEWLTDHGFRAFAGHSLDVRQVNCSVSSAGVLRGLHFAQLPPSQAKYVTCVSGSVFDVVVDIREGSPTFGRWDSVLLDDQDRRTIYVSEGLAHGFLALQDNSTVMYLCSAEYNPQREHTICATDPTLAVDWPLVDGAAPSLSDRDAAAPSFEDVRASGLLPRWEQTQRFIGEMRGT
* = called active by the depositor; . = no result given; & = joins results of further samples. The list is partial; the hit share may differ from the screen's.

SMILES	M. tuberculosis GlmU	RmlCD inh 1536
Cc1cc(-c2nnc(SCC(=O)Nc3ccc(C(F)(F)F)cc3)n2C)no1	-2.2%	6.7
CCN1CCN(c2c(Cl)cccc2NC(=O)c2ccco2)CC1	-4.4%	-3.4
CCOC(=O)c1nnn(-c2nonc2N)c1-c1ccc(Cl)cc1	-5.0%	7.5
COCCCNC(=O)c1cc(=O)n(Cc2ccc(Cl)cc2)c2ccccc12	4.9%	-11.0
O=c1c2[nH]c3ccc(F)cc3c2ncn1C1CCCCC1	-2.6%	-11.2
O=C(NCCSc1c[nH]c2ccccc12)c1c(F)cccc1F	-4.0%	.
C/C(=N\NC(=O)c1cccnc1)c1ccc(-c2ccccc2)cc1	0.9%	8.9
O=C(O)c1ccc(Cn2nnc3sc4c(c3c2=O)CCCC4)cc1	2.6%	.
CC1=CC(C)(C)Nc2ccc(OC(=O)c3cccnc3)cc21	2.2%	.
CCOC(=O)Cn1c(=N)n(Cc2ccccc2F)c2ccccc21	-1.4%	.
O=C1CC(N2CCN(c3nc4ccccc4s3)CC2)C(=O)N1Cc1cccs1 (stereo not given)	-3.0%	8.0
O=C(c1ccc2c(c1)N(Cc1ccccc1)C(=O)c1ccccc1S2)N1CCCC1	-1.6%	.
COc1ccc(/C=C/C(=O)Nc2cc(F)ccc2C)cc1S(=O)(=O)N1CCOCC1	4.1%	-7.1
CCN(CC)CCCNCC(=O)Nc1ccc(OC)c(Cl)c1	.	10.4
CCN(CC)S(=O)(=O)c1ccc(N2CCCCC2)c(NC(=O)/C=C/c2cc(OC)c(OC)c(OC)c2)c1	-3.8%	-7.5
COc1ccc2nc(NC(=O)c3sc4nc(C)cc(C)c4c3N)sc2c1	0.4%	-8.3
Cc1ccc(S(=O)(=O)N2CCOCC2)cc1C(=O)Nc1cccc(S(=O)(=O)N2CCCC2)c1	5.2%	1.1
Cc1nc(-c2cccc3ccccc23)ccc1C(=O)O	-3.8%	-10.7
COc1ccc(CC(NC(C)=O)C(=O)NC2CCN(c3nc(C)cc(C)c3C#N)CC2)cc1OC (stereo not given)	0.6%	-8.9
Cc1cccn2c(=O)c3c(nc12)N1CCCCC1C1(C3)C(=O)N(C)C(=O)N(C)C1=O (stereo not given)	2.6%	5.8
Cc1ccc(C(=O)c2ccccc2C(=O)OCC(=O)NCC2CCCO2)cc1 (stereo not given)	2.6%	.
CN(NS(=O)(=O)c1ccccc1)c1nc2ccccc2nc1C(F)(F)F	1.0%	-3.9
COc1cc(C=C2C(=O)NC(=O)NC2=O)ccc1O	4.9%	13.0
Cc1ccc(N2C(=O)NC(=O)/C(=C\c3ccc([N+](=O)[O-])o3)C2=O)cc1	12.4%	-48.6

5 entries out of the list, arranged by length of the SMILES, lowest first.
SMILES	M. tuberculosis GlmU	RmlCD inh 1536
CC1=CC(C)(C)Nc2ccc(OC(=O)c3cccnc3)cc21	2.2%	.
C/C(=N\NC(=O)c1cccnc1)c1ccc(-c2ccccc2)cc1	0.9%	8.9
CN(NS(=O)(=O)c1ccccc1)c1nc2ccccc2nc1C(F)(F)F	1.0%	-3.9
O=C1CC(N2CCN(c3nc4ccccc4s3)CC2)C(=O)N1Cc1cccs1 (stereo not given)	-3.0%	8.0
COc1ccc(/C=C/C(=O)Nc2cc(F)ccc2C)cc1S(=O)(=O)N1CCOCC1	4.1%	-7.1

Further results follow:
SMILES	M. tuberculosis GlmU	RmlCD inh 1536
Cc1nn(-c2ccccc2)nc1C(=O)Nc1nnc(C(F)(F)F)s1	1.8%	5.0
CC(=O)c1cccc(NC(=O)c2oc(C)nc2C)c1	3.1%	.
O=C1/C(=C/c2ccncc2)Oc2cc(OS(=O)(=O)c3ccccc3)ccc21	-3.8%	.
O=S(=O)(Nn1cnnc1)c1ccc(F)cc1	6.4%	.
CC(=O)NCCC(=O)Nc1nc(-c2ccccc2Cl)cs1	5.7%	-7.3
NC(=NCCc1ccccc1)NS(=O)(=O)c1ccc(F)cc1	-2.4%	-7.8
COc1ccc(NC(C)=O)cc1C#N	-3.4%	9.5
C=CCNC(=O)COC(=O)c1ccccc1C(=O)N(C)C1CCCCC1	-4.5%	.
Oc1ccccc1N1CCN(CC(O)COCc2ccccc2Cl)CC1 (stereo not given)	0.8%	-0.2
CCOC(=O)C1CCN(C(=O)C(=O)N2CCC(C(=O)OCC)CC2)CC1	-2.3%	.
CCCC1Cc2c(sc(NC(=S)NC(=O)c3ccccc3)c2C#N)CO1 (stereo not given)	-2.2%	8.9
CCc1ccccc1NC(=O)CSc1nnc([C@@H]2CCCN2C(=O)OC(C)(C)C)o1	3.6%	-9.3
CC(C)(C)c1ccc(C(=O)NNc2cc(N3CCOCC3)nc(N3CCOCC3)n2)cc1	-2.4%	0.3
COc1ccc(CNC(=O)COC(=O)Cc2ccc(Cl)cc2Cl)cc1	-4.1%	4.8
CC(=O)N1c2ccccc2NC2=C(C(=O)CC(C)(C)C2)C1c1cccn1C (stereo not given)	-5.9%	-10.4
Cc1nc2ccccc2c(=O)n1N(c1ccccc1)c1ccccc1	-3.5%	10.8
Cc1ccc(C(=O)Nc2nc(=O)[nH]s2)cc1	4.2%&-1.6%	-14.1&-4.8
O=C(CN1C(=O)CC(c2ccccc2)S(=O)(=O)c2ccccc21)NC1CCCC1 (stereo not given)	-4.3%	12.2
CC(=O)C1=C(O)C(=O)N(Cc2ccco2)C1c1ccc2c(c1)OCO2 (stereo not given)	9.3%	-3.2
O=C(Cn1cc([N+](=O)[O-])cn1)NCCc1nc2ccccc2[nH]1	.	-9.6
CCOC(=O)C1CCN(Cc2cnc(Oc3ccc(C(C)(C)C)cc3)s2)CC1	0.5%	13.1
Cn1c(SCC(=O)NC2CCCCC2)nnc1-c1ccc(N)cc1	1.4%	-3.8
CC1CCCN(C(=O)CSc2nnc(-c3ccncc3)n2C)C1 (stereo not given)	0.0%	38.1
CC12Cc3ccc4ccccc4c3C=C1C[N+](C)(C)C2 (stereo not given)	-1.6%	7.4
COc1ccc(C2C(C(C)=O)=C(O)C(=O)N2c2nc3ccccc3s2)cc1OC (stereo not given)	0.4%	-6.4
N#Cc1cc(C(=O)c2cc(F)ccc2O)cn(-c2nccs2)c1=O	4.2%	-9.2
Cc1nn(Cc2ccc(F)cc2)c(C)c1NC(=O)c1cccnc1Cl	-4.1%	-2.2
CCCCn1c(CCC)nc([N+](=O)[O-])c1Sc1ccc(Cl)cn1	-2.3%	.
Cc1ccc(Sc2c(O)c3ccccc3n(C)c2=O)cc1	-7.9%	21.1
O=C(NCCCN1CCOCC1)C1(c2ccccc2)CCOCC1	0.7%	-0.5
CCC(Oc1ccccc1)C(=O)N1CCN(C(=O)C(CC)Oc2ccccc2)CC1 (stereo not given)	3.7%	.
O=C(NCCc1c[nH]c2ccccc12)C(=O)NCC(c1cccnc1)N1CCN(c2ccccc2)CC1 (stereo not given)	0.5%	.
CCc1nnc(NC(=O)c2cccc(NC(=O)C(C)C)c2)s1	1.5%	0.8
CCOc1ccccc1CNS(=O)(=O)c1ccc2c(c1)oc(=O)n2C	-4.3%	22.0
O=C1NC(c2ccccn2)Nc2sc3c(c21)CCC3 (stereo not given)	2.0%	.
CCCC(=O)Nc1ccc(-c2nc3cc(C)c(C)cc3o2)c(O)c1	7.3%	2.4

Compound profiles (already shown). Values in the order: M. tuberculosis GlmU, RmlCD inh 1536
CCOc1ccccc1CNS(=O)(=O)c1ccc2c(c1)oc(=O)n2C is listed as -4.3%, 22.0
COc1ccc(C2C(C(C)=O)=C(O)C(=O)N2c2nc3ccccc3s2)cc1OC (stereo not given) is listed as 0.4%, -6.4
Cc1ccc(Sc2c(O)c3ccccc3n(C)c2=O)cc1 is listed as -7.9%, 21.1
O=C1NC(c2ccccn2)Nc2sc3c(c21)CCC3 (stereo not given) is listed as 2.0%, .
CCCCn1c(CCC)nc([N+](=O)[O-])c1Sc1ccc(Cl)cn1 is listed as -2.3%, .

Carrying on.
SMILES	M. tuberculosis GlmU	RmlCD inh 1536
Nn1c(SCC(=O)N2CCOCC2)nnc1-c1ccco1	0.5%	-2.9
O=C(CSc1nnc2ccc(-c3ccc(F)cc3)nn12)N1CCCC1	1.7%	-9.5
CC(CC(=O)Nc1ccc(F)c([N+](=O)[O-])c1)c1ccccc1 (stereo not given)	-5.6%	.
CN(C)c1ccc(/C=N/NC(=O)c2ccnn2C)cc1	-0.7%	4.6
COC(=O)c1c(NC(=O)c2ccco2)sc(C(=O)Nc2ccc(F)cc2)c1C	2.6%	4.5
O=C(CCC1CCCN(C(=O)C2=CCCCC2)C1)N1CCN(c2ccccn2)CC1 (stereo not given)	1.4%	-1.6
O=C(OCC(=O)N1CCN(C(=O)COC(=O)c2ccncc2)CC1)c1ccncc1	2.2%	.
Cc1cc(C)n(-c2ccc(C(=O)OCC(=O)NCc3ccc(Cl)cc3)cc2)n1	-6.2%	-7.0
Cc1csc(SCC(=O)NCc2cccs2)n1	-8.7%	9.8
Cc1noc(C)c1-c1nc(CSc2ccccc2)no1	1.5%	.
Cc1ccc(NC(=O)COC(=O)C2CSC3(C)CCC(=O)N23)cc1S(=O)(=O)N1CCOCC1 (stereo not given)	-4.8%	6.5
CC(C)N(CC#CCC1(O)c2ccccc2-c2ccccc21)CCO	7.5%	-7.4
COC(=O)c1ccc2c(=O)[nH]c(CN3c4ccccc4CC3C)nc2c1 (stereo not given)	-1.1%	-3.8
CCN1C(c2ccccc2)C(C)C(=O)C(C)C1c1ccccc1 (stereo not given)	-1.3%	-5.6
COC(=O)c1cc(-c2ccccc2)n(CC(=O)O)c1C	-1.5%	-7.3
S=C1Nc2ccccc2Sc2ccc(Cl)cc21	-5.4%	-1.1
COc1ccc(OC)c(Nc2nc(N)nc(CCl)n2)c1	-0.8%	-10.1
CCOC(=O)c1c(NC(=O)C2C3CCC(O3)C2C(=O)O)sc(C)c1-c1ccc(F)cc1 (stereo not given)	2.1%	9.6
COc1ccc(C(=O)NC(=S)NNC(=O)CNC(=O)C2CCCCC2)cc1	-2.8%	3.2
C/C(=N\NC(=O)Cn1nc(C)c([N+](=O)[O-])c1C)c1ccco1	-1.9%	-14.6
COc1ccc(Cl)cc1C(Nc1cccnc1)c1ccc2cccnc2c1O (stereo not given)	2.3%	1.7
CC1CCN(c2nc3c(c(=O)n(C)c(=O)n3C)n2CCSc2nc3ccccc3o2)CC1	1.1%	.
Cc1n(CC(O)COCc2ccccc2)c2ccccc2[n+]1C (stereo not given)	.	3.8
Nc1nc(NC(=O)c2cccc(S(=O)(=O)N3CCCCCC3)c2)nc(-c2ccccc2)n1	-2.2%	32.0
C/C(=N/NC(N)=S)c1ccc(Br)s1	-1.8%	2.8
Cc1csc2ncnc(NNC(=O)c3ccc(Cl)cc3)c12	3.7%	5.0
COc1ccccc1OCCC(=O)N1CCN(c2ccccc2OC)CC1	-1.5%	.
CCOC(=O)c1csc(N)n1	-3.9%	-3.7
O=C(O)CC[N+](=O)[O-]	4.9%	.
O=S(=O)(c1ccc(F)cc1)N1CCCCC1c1cccnc1 (stereo not given)	-1.9%	.
O=C1C2=C(SCCS2)C(=O)N1CCCO	.	13.5
COc1ccc(-c2nc3c(c4nnc(SC(C)C(=O)Nc5ccc(C)cc5)n24)COC(C)(C)C3)cc1 (stereo not given)	0.7%	8.6
CCN1CNC(=S)N(C(C)c2ccccc2)C1 (stereo not given)	4.7%	-0.1
O=C(Cn1c(CO)nc2ccccc21)NCCc1ccccc1	6.6%	-9.3
Cc1ccc(C(=O)N2CCN(c3cccc(Cl)c3)CC2)cc1C	-6.0%	-1.1
COc1ccc(NC(=O)CNS(=O)(=O)c2cccs2)cc1	-1.3%	.
CC1CCN(CCCNC(=O)c2cc3c(Cl)nc4ccccc4c3s2)CC1	-11.3%	.
O=c1c(O[C@@H]2O[C@H](CO)[C@@H](O)[C@H](O)[C@H]2O)c(-c2ccc(O)c(O)c2)oc2cc(O)cc(O)c12	3.2%	10.8
Cc1cccc(-n2ccnc2SCC(=O)Nc2cc(C)on2)c1	0.7%	94.1
Cc1ccc(C(=O)COC(=O)c2cccc(NC(=O)c3ccc([N+](=O)[O-])cc3[N+](=O)[O-])c2)cc1	3.3%	20.9
N#CC1=C(N)NC(SCC(=O)Nc2ccccc2)=C(C#N)C12CCCCC2	5.9%	.
COc1ccc(NC(=O)COC(=O)CC23CC4CC(CC(C4)C2)C3)c([N+](=O)[O-])c1	-1.5%	-8.2
CC(NC(=O)c1ccc2c(c1)OCO2)C1CCCO1 (stereo not given)	-0.1%	-2.4
O=C(CSc1nnc(NC(=O)Cc2ccc(F)cc2)s1)NCc1ccco1	2.9%	16.5
O=C(CC(c1ccccc1)c1ccco1)N1CCOCC1 (stereo not given)	2.2%	.
O=c1cc(O)c2ccccc2n1Cc1ccccc1	-0.3%	-8.6
CCOC(=O)c1[nH]c2ccccc2c1NC(=O)c1ccco1	-8.4%	19.1
C/C=C/c1ccc(OCC(=O)Nc2ccc(C(N)=O)cc2)c(OC)c1	-5.7%	-6.5
CC(C)CC(C(=O)NC(=O)NCc1ccccc1)N1C(=O)c2ccccc2C1=O (stereo not given)	1.6%	7.8
Cc1ccccc1CNC(=O)c1cc(COc2ccc(F)cc2F)on1	2.0%	3.5
CCCCC(=O)Nc1c(O)c2ccccc2[nH]c1=O	0.4%	-7.4
COc1ccc(N2CCN(c3ncnc4nc[nH]c34)CC2)cc1	8.3%	-3.9
CCOc1ccc(NC(=O)CSc2nnc(-c3ccco3)n2C)cc1	2.1%	0.9
CC1=C2C(=O)C3C(CC=C4CC(OC5OC(O)C(O)C(O)C5CO)CCC43C)C2CCC12OC1CC(C)CNC1C2C (stereo not given)	-1.1%	4.7
